High-throughput results from PubChem BioAssay.
SENP8 block – SENP8 (human) protease inhibition. Q96LD8. recombinant SENP8, Nedd8 substrate fluorescence. inhibition, % at 20 µM. 360,000 compounds, 0.64% hits; in the data active = inhibition mostly above about 40%, no sharp cut-off; inactive = mostly below about 27%
Target sequence (Q96LD8 whole entry, looked up): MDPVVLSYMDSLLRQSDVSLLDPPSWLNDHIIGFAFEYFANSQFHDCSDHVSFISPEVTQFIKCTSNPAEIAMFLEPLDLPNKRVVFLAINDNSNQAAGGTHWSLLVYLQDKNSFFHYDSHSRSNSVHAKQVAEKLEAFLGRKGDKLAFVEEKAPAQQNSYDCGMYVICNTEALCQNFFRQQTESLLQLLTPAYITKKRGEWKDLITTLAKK
SENP1 inh – inhibitors of human SENP1 SUMO protease catalytic domain. recombinant SENP1 catalytic domain, CyPet-SUMO1-YPet FRET cleavage. inhibition, % at 10 µM. 360,000 compounds, 0.21% hits. AID 624204;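 active = inhibition at least 30% at 10 µM, raw YFP signal under a set limit, fluorescence ratio 0.5 to 1.5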;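 also: 0% = enzyme with DMSO and 100% = no enzyme wells; some results filed as inactive read as strong as hits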
Target sequence (Q9P0U3 419-644 limits assumed): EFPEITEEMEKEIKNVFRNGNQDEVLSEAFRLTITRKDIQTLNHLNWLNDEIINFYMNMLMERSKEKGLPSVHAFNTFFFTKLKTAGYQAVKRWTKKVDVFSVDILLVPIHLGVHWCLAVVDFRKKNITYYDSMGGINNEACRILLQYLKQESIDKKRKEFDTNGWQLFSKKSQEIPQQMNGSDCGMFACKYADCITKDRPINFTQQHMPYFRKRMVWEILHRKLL
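Assay system: hSENP1 catalytic domain, recombinant. Amount: SENP1 enzyme, 20 pM final. Schedule: 50 min reaction, RT, dark. Technique: FRET, CFP and YFP emission. Control set: no-enzyme wells low, DMSO-plus-enzyme wells high control.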
Starred values were filed as active, the others as inactive; i = inactive. The list is partial (hit frequency here may not be typical).

SMILES	SENP8 block	SENP1 inh
CCOC(=O)C1=CCN(S(=O)(=O)c2ccccc2C)C1c1ccc(C)cc1 (stereo not drawn)	7	0
Cc1cccnc1C(NC(=O)C1CCN(CCCOc2ccccc2)CC1)c1ccc(F)cc1 (stereo not drawn)	13	-1
COC(=O)[C@@]12C[C@@H](CC(=O)N3CCCCC3)C(=O)N(Cc3cccc4ccccc34)C1=CCC(C)(C)C2	17	2
COc1ccc(Cc2c(C3CCCCC3)nc3cc(C)c(Br)c(C)n23)c(C)c1	6	1
CCCCC(=O)N(C)c1c(CC)nc2c(OCC(=O)c3ccc(F)cc3)cccn12	-15	-6
COC(=O)C1(C(=O)OC)C2CCCCC2N(S(=O)(=O)c2ccc(C)cc2)[C@@H]1CC(C)=O (stereo partly drawn)	10	1
COc1ccc(CCCNC(=O)C2(C)Cc3c(-c4ccc5c(c4)OCO5)ccnc3O2)cc1 (stereo not drawn)	-41	-2
CCc1oc(-c2ccc(OC)cc2)c(C(=O)OCCCCCO)c1C(C)OCCO (stereo not drawn)	-395	2
CC(=O)NCCNc1nc(NCC2CC2)nc2cc(-c3ccccc3)sc12	-201	2
Cc1cccc(C)c1NC(=O)C1(C)CCC(=O)N1CCc1c[nH]c2ccccc12 (stereo not drawn)	19	1
O=S1(=O)C[C@H](N2CCC[C@@H]2CO)[C@@H](COCc2ccccc2)N1	13	-3
CC1(C(=O)NS(=O)(=O)c2ccc(Cl)cc2)CCN1C(=O)Cc1cccs1 (stereo not drawn)	4	1
CCNC(=O)C1(C)CCN(C(=O)c2cc(F)ccc2C)C1 (stereo not drawn)	7	-11
O=C(Nc1ccc(OCc2ccccc2)cc1)Nc1nnc([C@H]2C[C@H](O)[C@@H](CO)O2)s1	11	0
Cc1ccc(CN2C(=O)C(F)(F)Oc3ccccc32)cc1	-1	1
O=C1Nc2ccccc2-c2nnnn2C1N1CCC(Cc2ccccc2)CC1 (stereo not drawn)	17	4
CCCc1cc(=O)oc2cc(C)cc(OCC(=O)N3C[C@H]4C[C@@H](C3)c3cccc(=O)n3C4)c12	-166	3
COc1ccccc1-c1csc(C(NC(C)=O)c2cccc(F)c2)n1 (stereo not drawn)	9	0
CC1(C(=O)NS(=O)(=O)c2ccccc2Cl)CCN1C(=O)Cc1cccc2ccccc12 (stereo not drawn)	3	-1
COc1ccc(C=C(C#N)C(=O)c2ccccc2)cc1	-133	-39
O=C(Nc1ccccc1Cl)c1cc(C2CCCCN2C(=O)c2ccccc2)on1 (stereo not drawn)	10	-1
COc1ccc(CC(N)c2csc(NC(=O)NCCc3ccc(OC)c(OC)c3)n2)cc1 (stereo not drawn)	16	3
COCCNC(=O)C1(C)CCCN(C(=O)c2ccc(C#N)cc2)C1 (stereo not drawn)	10	2
CCCc1nc2ccc(Cl)cn2c1Cc1ccc(C)cc1	-50	-11
CC1(C(=O)NS(=O)(=O)c2ccc(C#N)cc2)CCN1C(=O)c1ccc(C2CCCCC2)cc1 (stereo not drawn)	17	1
O=C1C(=O)C(Cl)=C(Cl)C(Cl)=C1Cl	20	-11
CC(=O)N1CCc2cc(NC(=O)C3(C)CCN3Cc3ccccc3OC(F)F)ccc21 (stereo not drawn)	19	-3
CCCCn1nnnc1C1(C)CCC(=O)N1CCc1c[nH]c2ccccc12 (stereo not drawn)	-2	2
Cc1ccc(NC(=O)C2(C)CCN2C(C)C)cc1C (stereo not drawn)	17	-1
CN1CCN(C(=O)C2Cc3c(-c4cccc(F)c4)ccnc3O2)CC1 (stereo not drawn)	4	-3
Oc1ccc(C[C@H]2CN([C@@H](Cc3ccccc3)CN3CCCC3CN3C(=S)NC[C@@H]3Cc3ccccc3)C(=S)N2CCc2ccccc2)cc1 (stereo partly drawn)	-3	-1
CCOC(=O)C1=C[C@@H](CC)N(S(=O)(=O)c2ccc(C)cc2)[C@H]1c1cccs1	17	2
CCOc1ccc(CCN2C(=S)N([C@@H](Cc3ccccc3)CN3CCC[C@@H]3CN3C(=S)NC[C@@H]3CC(C)C)C[C@@H]2Cc2ccccc2)cc1	14	3
Fc1cccc(Cc2c(-c3ccco3)nc3ccc(Br)cn23)c1	15	11
CC(=O)Nc1cc(-c2ccoc2)cn2c(-c3ccccc3)cnc12	-278	-25
CNc1cncc(-c2c(OC)cccc2OC)n1	i	-9
O=C(Nc1nnc([C@H]2C[C@H](O)[C@@H](CO)O2)s1)c1cccc(Oc2ccccc2)c1	-13	10
CC1C(=O)N(Cc2cn(Cc3ccco3)nn2)CCS(=O)(=O)N1Cc1ccc(-c2ccc(F)cc2Cl)cc1 (stereo not drawn)	27	-6
O=S1(=O)N[C@@H](Cc2ccccc2)COc2cc(N3CCN(Cc4ccccc4F)CC3)ccc21	15	2
O=c1[nH]c(=S)[nH]c2c1[C@H](CCc1cccc(Cl)c1)O[C@H](C1CCCC1)C2	8	-1
COc1ccc(N2CCN(C(c3ccccc3)c3nnnn3C(C)(C)C)CC2)cc1 (stereo not drawn)	13	2
COc1cccc(-c2cnc3c(NC=O)cc(-c4cccc(NC(C)=O)c4)cn23)c1	-400	-14
CCc1nc2c(OCc3cc(Cl)cc(Cl)c3)cccn2c1N(C)C(=O)c1ccccc1F	8	-4
Cc1ccc(S(=O)(=O)N2[C@H](C(C)C)[C@H]3[C@H]4C(=O)N(c5ccccc5)C(=O)[C@H]4CC(=O)[C@H]3[C@@H]2c2ccccc2)cc1	4	-1
COc1ccc(S(=O)(=O)N2CCCCC2c2cc(C(=O)Nc3ccccc3)no2)cc1 (stereo not drawn)	16	1
CCOC(=O)C1CCCN(C(=O)c2sc(-c3ccccc3)nc2C)CC1 (stereo not drawn)	10	1
O=C1NC[C@H](Cc2ccccc2)N(C[C@@H]2CCCN2C[C@H](Cc2ccc(O)cc2)N2C[C@H](Cc3ccc(O)cc3)N(CC3CCCCC3)C(=O)C2=O)C1=O	6	-2
Cc1cnc2nc(-c3ccccc3)ccc2c1	-11	-1
c1cc(-c2cc3c(o2)CCCC3OCCN2CCOCC2)cs1 (stereo not drawn)	-28	0
COc1cccc(C(NC(C)=O)c2nc(-c3csc4ccccc34)cs2)c1 (stereo not drawn)	15	2
O=C(Nc1ccc2c(c1)OCCO2)C1C(c2ccccc2)=Nc2ccccc2N1C(=O)c1cccnc1 (stereo not drawn)	-96	4
CCOc1ccc(Cl)cc1-c1cc(C(=O)NCCc2ccncc2)[nH]n1	7	-2
O=C(NCc1ccc(Cl)cc1Cl)Nc1nc([C@@H]2O[C@H](CO)[C@@H](O)[C@H](O)[C@H]2O)cs1	3	0
CC(C)(C)C(=O)c1c(N)[nH]c(C(=O)c2ccccc2)c1-c1ccc(C(F)(F)F)cc1	18	1
O=C(Nc1ccccc1Cl)c1cc(C2CCCN(C(=O)OCCF)C2)on1 (stereo not drawn)	9	2
CCNC(=O)c1cc2c(c(-c3cccc(-c4cc5ccccc5o4)c3)n1)[C@H](CCO)N(C(=O)NC(C)C)C2	-219	1
CCCCCCCCN1C(=O)[C@H](CC(=O)NCCCN2CCCC2=O)C[C@@]2(C(=O)OC)CC(C)(C)CC=C12	22	5
CC(C)(C)c1ccc2cccc(F)c2n1	10	1
CCCCNC(=O)C1(C)CCCCN1C(=O)c1cncc(Br)c1 (stereo not drawn)	5	1
CCNC(=O)C1CCCN(C(=O)c2cccc3ccccc23)CC1 (stereo not drawn)	21	2
The results go on.
SMILES	SENP8 block	SENP1 inh
CNC[C@@H]1Oc2cc(Br)ccc2S(=O)(=O)N([C@H](C)CO)C[C@@H]1C	20	0
Cc1cnc(CNC(=O)c2ccc3sc([C@@H]4O[C@H](CO)[C@H](O)[C@H](O)[C@H]4O)nc3c2)cn1	18	2
Cc1cccc(C)c1Cn1c(C)c(C(=O)NCc2ccc(C#N)cc2)sc1=O	7	-5
CN1OC[C@@H]2CN(C(=O)CCc3ccccc3)[C@H](c3ccccc3Br)C[C@@H]21	23	-2
CS(=O)(=O)Nc1cccc(NC(=O)c2ccc(-n3ccnc3)c3ccoc23)c1	14	-5
CCCCNC(=O)C1(C)CCCCN1Cc1ccc2ccccc2c1 (stereo not drawn)	-3	-3
O=C(NCC1CC1)c1ccc2nc([C@@H]3O[C@H](CO)[C@H](O)[C@H](O)[C@H]3O)[nH]c2c1	13	0
CCCC(=O)N1CCC1(C)C(=O)NS(=O)(=O)c1cc2c(cc1C)CCCS2(=O)=O (stereo not drawn)	16	2
CCOC(=O)C1=CC[C@@H](c2ccccc2)N(S(=O)(=O)c2ccc(C)cc2)[C@H]1c1ccc(C#N)cc1	10	2
Cc1ccc2nc(-c3cccc(Br)c3)c(Cc3ccccn3)n2c1	-288	-16
CCCCNC(=O)c1nc(C2CCN(S(=O)(=O)c3ccc(F)c(F)c3)CC2)oc1-c1cccc(C(F)(F)F)c1	17	3
CC(C)Oc1cc(F)ccc1-c1cc(C(=O)NCc2ccccc2)[nH]n1	14	1
O=C1NC[C@H](CCCCN2C[C@H](Cc3ccc(O)cc3)N(Cc3ccccc3)C(=O)C2=O)N(Cc2ccccc2)C1=O	10	1
CC(=O)c1ccc(-c2cnc3c(NC=O)cc(-c4ccc(N5CCN(C)CC5)cc4)cn23)cc1	-133	25
Cc1cc(N2CCN(C(C(=O)NC3CCCC3)c3ccc(-c4ccccc4)cc3)CC2)c2ccccc2n1 (stereo not drawn)	-5	2
Cc1cccc(C)c1-n1nnnc1C(c1ccnc2ccccc12)N1CCN(C/C=C/c2ccccc2)CC1 (stereo not drawn)	19	-2
CCCNC(=O)C1(C)CCN1C(=O)c1cc(C)n(C)n1 (stereo not drawn)	4	1
CC1(C(=O)Nc2ccc3c(c2)OCCO3)CCC(=O)N1C1CCN(Cc2ccccc2)CC1 (stereo not drawn)	11	2
OC(c1cccc(Cl)c1)c1nc(-c2ccc(Cl)cc2)cs1 (stereo not drawn)	-2	0
Cc1ccc(C(=O)N2c3ccccc3Sc3ccccc32)cc1	8	3

16 compounds from above, ordered by SMILES length, rising:
SMILES	SENP8 block	SENP1 inh
CCCNC(=O)C1(C)CCN1C(=O)c1cc(C)n(C)n1 (stereo not drawn)	4	1
OC(c1cccc(Cl)c1)c1nc(-c2ccc(Cl)cc2)cs1 (stereo not drawn)	-2	0
Cc1ccc2nc(-c3cccc(Br)c3)c(Cc3ccccn3)n2c1	-288	-16
CC(C)Oc1cc(F)ccc1-c1cc(C(=O)NCc2ccccc2)[nH]n1	14	1
Cc1cccc(C)c1Cn1c(C)c(C(=O)NCc2ccc(C#N)cc2)sc1=O	7	-5
CS(=O)(=O)Nc1cccc(NC(=O)c2ccc(-n3ccnc3)c3ccoc23)c1	14	-5
CNC[C@@H]1Oc2cc(Br)ccc2S(=O)(=O)N([C@H](C)CO)C[C@@H]1C	20	0
CC1(C(=O)Nc2ccc3c(c2)OCCO3)CCC(=O)N1C1CCN(Cc2ccccc2)CC1 (stereo not drawn)	11	2
CN1OC[C@@H]2CN(C(=O)CCc3ccccc3)[C@H](c3ccccc3Br)C[C@@H]21	23	-2
CC(=O)c1ccc(-c2cnc3c(NC=O)cc(-c4ccc(N5CCN(C)CC5)cc4)cn23)cc1	-133	25
Cc1cccc(C)c1-n1nnnc1C(c1ccnc2ccccc12)N1CCN(C/C=C/c2ccccc2)CC1 (stereo not drawn)	19	-2
Cc1cc(N2CCN(C(C(=O)NC3CCCC3)c3ccc(-c4ccccc4)cc3)CC2)c2ccccc2n1 (stereo not drawn)	-5	2
O=C(NCC1CC1)c1ccc2nc([C@@H]3O[C@H](CO)[C@H](O)[C@H](O)[C@H]3O)[nH]c2c1	13	0
CCOC(=O)C1=CC[C@@H](c2ccccc2)N(S(=O)(=O)c2ccc(C)cc2)[C@H]1c1ccc(C#N)cc1	10	2
Cc1cnc(CNC(=O)c2ccc3sc([C@@H]4O[C@H](CO)[C@H](O)[C@H](O)[C@H]4O)nc3c2)cn1	18	2
O=C1NC[C@H](CCCCN2C[C@H](Cc3ccc(O)cc3)N(Cc3ccccc3)C(=O)C2=O)N(Cc2ccccc2)C1=O	10	1

The list goes on.
SMILES	SENP8 block	SENP1 inh
CCc1nc2ccc(C(=O)N3CCC(O)(Cc4ccccc4)CC3)cn2c1N(C)C(=O)Cc1ccccc1	-14	-1
COc1ccc(F)cc1-c1cc(C(=O)NCc2cc(C(F)(F)F)cc(C(F)(F)F)c2)[nH]n1	8	-3
CC(C)(C)c1ccc(S(=O)(=O)NC(=O)C2(C)CCN2C(=O)CC2CC2)cc1 (stereo not drawn)	16	0
CCCS(=O)(=O)NC(=O)C1(C)CCCN(C(=O)c2cc(OC)c(OC)c(OC)c2)C1 (stereo not drawn)	10	-6
CCOC(=O)[C@]12CCC=C1N(Cc1ccc3c(c1)OCO3)C(=O)[C@H](CC(=O)NCCCN1CCCC1=O)C2	6	0
CC1(C(=O)Nc2cccc3c2CCCC3)CCN1C(=O)C1(c2ccccc2)CC1 (stereo not drawn)	16	1
O=C1C(c2ccccc2)CN1Cc1ccccc1 (stereo not drawn)	5	-1
OCC[C@@H]1C[C@H](O)[C@@H](O)[C@]2(OCc3cc(C(F)(F)F)ccc32)O1	4	-2
CCOC(=O)C1=CCN(S(=O)(=O)c2ccccc2Br)C1c1cccc(Cl)c1 (stereo not drawn)	8	-2
CS(=O)(=O)Nc1cccc(-c2cc(NC=O)c3ncc(-c4ccc(F)cc4)n3c2)c1	-328	-13
Cc1cc(Cl)ccc1C(O)c1ncc(-c2ccc(F)cc2)[nH]1 (stereo not drawn)	4	1
COc1cccc(C(O)c2nc(/C=C/c3ccc(C(F)(F)F)cc3)cs2)c1 (stereo not drawn)	-73	0
COc1ccc(CC(=O)N2CCC(C)(C(=O)NS(=O)(=O)C3CC3)C2)cc1OC (stereo not drawn)	15	3
COc1cccc(OCc2ccc(Cn3nc(NC(=O)NCCc4ccc(OC)c(OC)c4)c4ccccc43)cc2)c1	-147	1
CC(C)(C)c1ccc(C(O)c2ncc(-c3ccc4ccccc4c3)[nH]2)cc1 (stereo not drawn)	-173	-1
CS(=O)(=O)c1ccc(-c2csc(C(O)c3cccc(Cl)c3)n2)cc1 (stereo not drawn)	1	0
